Gli-Sufu block = Gli-Sufu pathway antagonism | Sufu-KO-LIGHT fibroblasts, Gli luciferase reporter luminescence | inhibition, % at 5 µM | hit rate 0.74% among 340,000;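 active means inhibition above about 55%, limit read from the data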;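 further: 0% = DMSO-treated cells and 100% = wells with medium but no cells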
UPR CHOP act = activators of apoptotic arm of unfolded protein response (CHOP); CHO-CHOP luciferase reporter, UPR activation, luminescence; percent of tunicamycin response over DMSO baseline; activation, % at 10 µM; hit rate 0.34% among 330,000; AID 449763;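 active means at 10 µM dose, activation of 40% or more, normalized to positive control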;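 further: 100% = tunicamycin at 10 µg/mL and 0% = DMSO alone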
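Assay system: CHO cells with stable CHOP pathway luciferase reporter; Buffer or medium: F12 plus 10% serum; Times: 16-18 h cell attachment, then 6 h compound exposure, 37 °C; Signal: luciferase luminescence; Read-out basis: percent activation relative to tunicamycin control; Control set: tunicamycin high control, DMSO low control.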
Jurkat NFkB inh = lowers PMA/ionomycin-induced NF-kB signal in Jurkat cells. hit rate 0.53% among 330,000. AID 435003. inhibition, % at 4 µM. PMA/ionomycin-induced NF-kB luciferase reporter, luminescence; in the data active means inhibition above about 50%
CXCR6 inh = blocks human CXCR6 beta-arrestin recruitment; O00574; CHO-K1 PathHunter CXCR6 beta-arrestin, luminescence; inhibition, % at 20 µM; hit rate 0.36% among 360,000; AID 602244; in the data active means inhibition above about 34%, passing the limit was not always enough;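 further: antagonist mode with CXCL16 agonist at 10 nM final; 0% = 10 nM CXCL16 with DMSO and 100% = unstimulated wells without agonist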
Target sequence (O00574 whole entry, looked up): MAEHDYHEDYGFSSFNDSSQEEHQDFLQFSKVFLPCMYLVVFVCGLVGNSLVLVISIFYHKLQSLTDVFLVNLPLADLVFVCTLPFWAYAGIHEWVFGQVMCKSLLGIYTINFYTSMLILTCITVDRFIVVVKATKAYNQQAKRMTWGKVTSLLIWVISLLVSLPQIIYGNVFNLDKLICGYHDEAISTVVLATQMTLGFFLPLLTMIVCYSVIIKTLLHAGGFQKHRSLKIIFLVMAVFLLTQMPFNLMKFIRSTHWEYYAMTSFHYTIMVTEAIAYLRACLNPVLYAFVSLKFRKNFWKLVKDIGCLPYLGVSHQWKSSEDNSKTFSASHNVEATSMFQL
Mdm2-MdmX inh = human Mdm2/MdmX binding inhibition; O15151+Q00987; hit rate 3% among 330,000; SaOS-2 split-luciferase Mdm2/MdmX complementation, luminescence; inhibition, % at 8 µM;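 active means inhibition of at least 50% at 8 µM in the primary screen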
EBI2 block = antagonists of human EBI2 receptor. inhibition, % at 5 µM. hit rate 0.81% among 360,000. P32249. AID 651636. EBI2 beta-arrestin recruitment, luminescence, 7a,25-OHC stimulated; in the data active means inhibition above about 38%;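 further: enzyme fragment complementation signal reports receptor beta-arrestin coupling in cells; 0% = agonist plus DMSO wells and 100% = wells without agonist; some results beyond the cut were filed as inactive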
Target sequence (P32249 whole entry, looked up, the tested form may be a part): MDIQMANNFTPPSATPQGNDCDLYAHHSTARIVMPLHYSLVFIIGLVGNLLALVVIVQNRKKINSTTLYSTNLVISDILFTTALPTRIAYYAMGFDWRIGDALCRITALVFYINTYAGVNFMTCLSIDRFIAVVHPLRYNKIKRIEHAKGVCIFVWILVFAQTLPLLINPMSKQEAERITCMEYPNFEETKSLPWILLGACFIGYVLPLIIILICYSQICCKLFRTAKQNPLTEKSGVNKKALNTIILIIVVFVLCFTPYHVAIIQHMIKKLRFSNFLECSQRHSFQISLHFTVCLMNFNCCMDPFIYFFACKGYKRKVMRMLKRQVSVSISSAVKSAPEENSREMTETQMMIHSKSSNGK
CCR6 antagonist = CCR6 (human) receptor antagonism. hit rate 0.49% among 340,000. CHO-K1 CCR6 PathHunter beta-arrestin, luminescence, CCL20-stimulated. inhibition, % at 20 µM. P51684;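 active means compounds whose inhibition of the agonist-driven luminescence signal at 20 µM reaches about 50%, limit read from the data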;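 further: cells stimulated with CCL20 at 14 nM final; plate controls were DMSO with CCL20 for no effect and DMSO without agonist for full effect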
Target sequence (P51684 whole entry, looked up): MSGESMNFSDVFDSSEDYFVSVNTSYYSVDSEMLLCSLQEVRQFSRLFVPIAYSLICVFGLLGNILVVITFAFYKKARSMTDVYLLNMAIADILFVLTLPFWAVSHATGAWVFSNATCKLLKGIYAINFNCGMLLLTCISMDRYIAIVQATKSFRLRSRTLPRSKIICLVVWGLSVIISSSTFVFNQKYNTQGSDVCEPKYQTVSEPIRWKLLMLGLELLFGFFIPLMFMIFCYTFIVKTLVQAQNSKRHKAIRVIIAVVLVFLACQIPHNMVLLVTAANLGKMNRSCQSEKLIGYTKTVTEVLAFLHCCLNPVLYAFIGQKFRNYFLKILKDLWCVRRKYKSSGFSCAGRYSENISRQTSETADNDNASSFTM
XBP1 UPR activ = activators of adaptive arm of unfolded protein response (XBP1); AID 463104; activation, % at 20 µM; CHO-XBP1 luciferase reporter, IRE1-XBP1 UPR activation, luminescence; percent of tunicamycin response, DMSO as zero; hit rate 0.33% among 330,000;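 active means versus positive control, 20 µM dose yields 30% or more activation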;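 further: 100% = tunicamycin at 10 µg/mL and 0% = DMSO only wells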
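incubation = overnight seeding at 37 °C, 6 h compound treatment at 37 °C | assay system = CHO-XBP1 cells stably carrying IRE1-XBP1-driven luciferase reporter | input = 1000 cells per well | detection = luciferase luminescence | dosing = single point, 20 µM final compound, 1% DMSO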
697 NFkB inh = inhibitors of the PMA/ionomycin-induced NF-kB reporter in 697 B cells | inhibition, % at 4 µM | 697 B-cell NF-kB luciferase reporter, 16 h | AID 435022 | hit rate 0.33% among 330,000; in the data active means inhibition above about 35%
Starred values were filed as active, the others as inactive; / = not tested or not shown.

Screens in order: Mdm2-MdmX inh | Gli-Sufu block | EBI2 block | UPR CHOP act | XBP1 UPR activ | CCR6 antagonist | CXCR6 inh | 697 NFkB inh | Jurkat NFkB inh
CC(=O)OC(CC(=O)O)C[N+](C)(C)C (stereo not drawn)
→ 11 | -1 | -1 | -1.8 | -8 | 4 | 3 | -35 | -9
O=C(O)c1cc2c(s1)-c1ccccc1OC2
→ 5 | -1 | 5 | -1.8 | -4 | 2 | 1 | 0 | 4
C#CCOCCOCCOCCNc1nc(N2CCN(C(=O)[C@H](CCC(=O)O)n3cc(C(N)CO)nn3)CC2)nc(N2CCN(C(=O)[C@H](CCC(=O)O)n3cc(C(N)[C@H](C)CC)nn3)CC2)n1 (stereo partly drawn)
→ -5 | -6 | -3 | 0.2 | -1 | -1 | -6 | 21 | 8
Fc1ccccc1NC(=S)NNc1ncc(C(F)(F)F)cc1Cl
→ 41 | 33 | 9 | -2.9 | -1 | 68* | 50* | -30 | -11
CCOCN(C(=O)Cn1c(COC)nc2ccccc21)c1c(C)cccc1CC
→ 7 | 11 | 1 | 1.7 | 2 | 1 | -3 | -35 | -20
Cc1ccc2cc(CN(CC3CCCO3)S(=O)(=O)c3ccccc3)c3nnnn3c2c1 (stereo not drawn)
→ -15 | -4 | 13 | -1.5 | 5 | -2 | 3 | -18 | -10
Cc1noc(C)c1C(=O)OCC(=O)N1CCN(S(=O)(=O)c2ccc3ccccc3c2)CC1
→ -7 | -5 | 3 | -0.5 | -4 | 1 | -10 | 6 | 11
O=C(Nc1cccc(OCC(=O)N2CCOCC2)c1)c1ccc(C(F)(F)F)cc1
→ 2 | -6 | 0 | 0.3 | -6 | 1 | 0 | 11 | 3
O=C(c1nc2ncccn2n1)N1CCN(c2ccccc2)CC1
→ 3 | -20 | -8 | -4.5 | -1 | -2 | -2 | 1 | -16
CCCC(C(=O)NC(C)(C)CC)N(CC1CCCO1)C(=O)CNS(=O)(=O)c1ccc(F)cc1 (stereo not drawn)
→ -7 | -14 | -15 | 0.9 | -3 | 4 | -9 | 23 | -5
COc1cc2c(cc1OC)CN(CC(=O)Nc1ccc(C)c(C)c1)CC2
→ 12 | 2 | 1 | -0.7 | -6 | 5 | 10 | -10 | -4
CC1CCN(c2nc(N(C)c3ccccc3)nc(N)c2[N+](=O)[O-])CC1
→ 16 | -14 | 6 | 2.8 | 5 | 13 | 3 | -22 | 1
COc1cc(CN2CCCC(C)C2)cc([N+](=O)[O-])c1O (stereo not drawn)
→ 3 | 10 | -3 | 0.1 | -2 | -6 | -6 | -1 | -11
COc1ccc(CCNC(=O)CCCn2c(=O)c3cccn3c3cccnc32)c(OC)c1
→ 14 | 10 | 11 | 0.9 | 1 | 3 | -4 | -36 | 3
Cc1ccc(S(=O)(=O)N2CCN(C(=O)c3cc(S(=O)(=O)N4CCOCC4)ccc3F)CC2)cc1
→ / | 0 | -1 | / | / | 3 | -4 | / | /
CCOc1ccc(-c2cn(-c3cccc(SC)c3)c(=O)[nH]2)cc1
→ 12 | -15 | -9 | 1.3 | 0 | 6 | 2 | 0 | 1
CCSc1nnc(-c2cccc(S(=O)(=O)N(C)C)c2)n1-c1cc(OC)ccc1OC
→ -2 | 10 | -3 | 1.0 | -1 | 2 | 5 | 10 | 14
COCCCNc1nc2nonc2nc1N(C)CC1CCCN1C (stereo not drawn)
→ -4 | 15 | -6 | 1.6 | -1 | 7 | 2 | 20 | 6
Cn1nnnc1Sc1c(Cl)cccc1[N+](=O)[O-]
→ 14 | 11 | -22 | -2.6 | -2 | -1 | -9 | 13 | 17
CC1Cc2ccccc2N1C(=O)COc1cccc(-n2cnnn2)c1 (stereo not drawn)
→ 4 | 6 | 1 | 1.4 | 0 | 7 | -8 | -3 | -4
COc1ccccc1Nc1ncnc2ccc(C)cc12
→ 13 | -12 | 6 | -0.9 | 2 | -4 | 1 | 9 | -17
COc1c(Cl)cc(Cl)cc1CNCCO
→ 5 | -4 | -8 | -0.2 | -1 | 1 | 3 | 3 | 4
CCCOc1ccc(/C=N/NC(=O)c2c(-c3ccccc3)noc2C)cc1OC
→ 11 | / | 12 | -1.8 | -2 | / | 5 | 17 | 3
COC(=O)CCC(=O)NS(=O)(=O)c1ccc(N=NN2CCOCC2)cc1
→ 3 | -5 | -4 | -0.4 | -2 | -8 | -4 | 14 | -3
O=C1NC(c2ccccc2)(C(F)(F)F)SC2=NCCCN12 (stereo not drawn)
→ 20 | 2 | -4 | 0.0 | -4 | 7 | -5 | 10 | 1
O=C(O)CCNC(=O)/C(=C/c1ccco1)NC(=O)c1ccco1
→ 26 | 37 | -2 | -1.4 | -1 | 7 | 3 | -5 | -17
COc1cccc(C=Nc2ccccc2C(=O)Nc2nccs2)c1OC
→ -14 | -6 | -1 | -2.3 | 0 | -6 | 4 | -9 | -8
Cc1nn(CCC#N)c(N)c1C1(O)C(=O)Nc2c(Cl)cc(Cl)cc21 (stereo not drawn)
→ 21 | -9 | 6 | -1.1 | -1 | 12 | -4 | 12 | -11
CC(NC(=O)CCCCCCN1C(=O)c2ccccc2C1=O)c1ccc2c(c1)CCCC2 (stereo not drawn)
→ 15 | 17 | 8 | -1.0 | 1 | 12 | -1 | -11 | 9
Clc1ccc(Cn2ncc3c(NCc4ccccc4)ncnc32)c(Cl)c1
→ 69* | / | / | 0.0 | 3 | / | / | -52 | 65*

Arranged by length of the SMILES (lowest first): nine of the compounds above
Screens in order: Mdm2-MdmX inh | Gli-Sufu block | EBI2 block | UPR CHOP act | XBP1 UPR activ | CCR6 antagonist | CXCR6 inh | 697 NFkB inh | Jurkat NFkB inh
COc1c(Cl)cc(Cl)cc1CNCCO
→ 5 | -4 | -8 | -0.2 | -1 | 1 | 3 | 3 | 4
CC(=O)OC(CC(=O)O)C[N+](C)(C)C (stereo not drawn)
→ 11 | -1 | -1 | -1.8 | -8 | 4 | 3 | -35 | -9
Cn1nnnc1Sc1c(Cl)cccc1[N+](=O)[O-]
→ 14 | 11 | -22 | -2.6 | -2 | -1 | -9 | 13 | 17
O=C(c1nc2ncccn2n1)N1CCN(c2ccccc2)CC1
→ 3 | -20 | -8 | -4.5 | -1 | -2 | -2 | 1 | -16
COc1cc(CN2CCCC(C)C2)cc([N+](=O)[O-])c1O (stereo not drawn)
→ 3 | 10 | -3 | 0.1 | -2 | -6 | -6 | -1 | -11
O=C(O)CCNC(=O)/C(=C/c1ccco1)NC(=O)c1ccco1
→ 26 | 37 | -2 | -1.4 | -1 | 7 | 3 | -5 | -17
CCOCN(C(=O)Cn1c(COC)nc2ccccc21)c1c(C)cccc1CC
→ 7 | 11 | 1 | 1.7 | 2 | 1 | -3 | -35 | -20
COc1ccc(CCNC(=O)CCCn2c(=O)c3cccn3c3cccnc32)c(OC)c1
→ 14 | 10 | 11 | 0.9 | 1 | 3 | -4 | -36 | 3
Cc1noc(C)c1C(=O)OCC(=O)N1CCN(S(=O)(=O)c2ccc3ccccc3c2)CC1
→ -7 | -5 | 3 | -0.5 | -4 | 1 | -10 | 6 | 11

Next part.
Screens in order: Mdm2-MdmX inh | Gli-Sufu block | EBI2 block | UPR CHOP act | XBP1 UPR activ | CCR6 antagonist | CXCR6 inh | 697 NFkB inh | Jurkat NFkB inh
Cc1ccc(N(CC(=O)N2CCN(c3ccc(F)cc3)CC2)S(=O)(=O)c2c(C)noc2C)cc1
→ 44 | -5 | 16 | 0.6 | -3 | 3 | 0 | -15 | 10
COc1ccc(COc2ccsc2C(=O)Nc2ccc(Cl)cc2)cc1
→ 15 | -9 | 10 | 0.5 | 11 | 2 | 7 | 2 | -5
COc1cc(NC(=S)N2CCN(C/C=C/c3ccccc3)CC2)cc(OC)c1
→ 35 | -9 | 1 | 3.5 | -5 | 15 | -2 | 4 | 6
O=C(NCC1CCCO1)c1ccc2c(c1)ncn2-c1cccc(F)c1 (stereo not drawn)
→ 3 | -15 | -10 | 1.0 | 1 | -11 | -1 | -37 | -25
C/C(=N\OCC(=O)OCC(=O)N(C)c1ccccc1)c1ccc2c(c1)OCO2
→ 9 | 6 | -7 | 2.6 | 0 | 5 | -12 | 6 | 1
COc1ccc(/C=C/C(=O)N(C)CC(=O)Nc2cccc(F)c2)cc1S(=O)(=O)N1CCCCC1
→ 52* | -2 | 3 | -1.1 | -4 | 3 | 2 | 5 | 43
Cc1ccc2nc(N3C(=O)C(O)=C(C(=O)c4ccco4)C3c3cccc(O)c3)sc2c1 (stereo not drawn)
→ -73 | -13 | 11 | 6.9 | -4 | 19 | 6 | -34 | -86
COc1ccc(N2CCOCC2)c(NC(=O)c2cc3ccccc3o2)c1
→ 17 | 2 | 34 | 1.6 | 0 | 21 | 5 | -12 | 15
O=C1NC(Cc2ccc(O)cc2)c2nc3ccccc3c(=O)n2-c2ccccc21 (stereo not drawn)
→ -8 | / | / | 2.3 | 2 | / | / | -6 | 4
Cc1ccc(S(=O)(=O)N2CCN(C)CC2)cc1C
→ 0 | -1 | -4 | 5.2 | 1 | 1 | -5 | 4 | 3
COC(=O)Cn1cc(C(=O)OC)cc(Br)c1=O
→ -18 | 11 | 1 | -2.0 | -2 | 0 | -2 | -6 | -17
CCCc1cc(=O)oc2c(C)c(OCC(=O)NCCN3CCOCC3)ccc12
→ 0 | 0 | 4 | 5.0 | -7 | 8 | -14 | 4 | 7
O=C(CN1C(=O)C2CCCCC2C1=O)Nc1nccs1 (stereo not drawn)
→ -21 | -2 | -5 | -1.1 | -2 | 7 | -1 | 24 | 2
C(=N\Nc1nc(N2CCCC2)nc(N2CCCC2)n1)/c1ccncc1
→ 20 | -24 | 6 | 0.7 | 2 | 2 | 4 | 6 | 12
CC(C)OC(=O)c1nnc(Cc2ccc(F)cc2)o1
→ -21 | 4 | -7 | -0.8 | 0 | -7 | -1 | 8 | 0
COC(=O)C1(C(C[N+](=O)[O-])c2ccco2)C(=O)NCC1c1ccccc1 (stereo not drawn)
→ -12 | -4 | -7 | -0.2 | 2 | -2 | 4 | -1 | 2
Cc1ccc(-n2cc(-c3ccccc3)c3c(NN4CCOCC4)ncnc32)cc1
→ 18 | 4 | 12 | -0.2 | 3 | -7 | 2 | -31 | -14
COc1ccccc1NC(=O)CN1CCCCC1
→ 5 | -2 | -10 | 0.6 | -4 | -13 | -2 | 0 | -1
NC(=S)N/N=C/c1cc([N+](=O)[O-])ccc1OCCOc1ccccc1
→ 43 | 21 | -17 | 0.3 | 18 | 6 | -4 | 34 | 2
COc1cc2c(cc1OC)[C@H](C)N(C(=O)NCc1ccccc1)CC2
→ 24 | -3 | -4 | 0.6 | 7 | 6 | -1 | 19 | 17
Oc1c(C(c2ccccn2)N2CCC(Cc3ccccc3)CC2)cc(Cl)c2cccnc12 (stereo not drawn)
→ 56* | 21 | / | 43* | 14 | -5 | / | -21 | -4
O=C(CNc1cc(S(=O)(=O)N2CCOCC2)ccc1N1CCCC1)Nc1ccc(Cl)cc1
→ / | 2 | 9 | / | / | 9 | 0 | / | /
Cn1c(=O)[nH]c(=O)c2c1nc(CN1CCN(c3cccc(Cl)c3)CC1)n2Cc1ccccc1Cl
→ 73* | 7 | 20 | -0.6 | 7 | 10 | 12 | -31 | 57*
NCCCCNCCCN
→ -18 | 7 | -2 | -1.2 | -7 | 3 | -2 | 2 | -1
N/C(=N\OC(=O)CCC(=O)O)c1ncc(C(F)(F)F)cc1Cl
→ 19 | 3 | -7 | 0.6 | -2 | 10 | -2 | 8 | -25
O=C(OC1CCCCC1=O)c1cc(=O)c2ccccc2o1 (stereo not drawn)
→ -8 | -4 | 6 | 2.1 | -1 | -1 | -3 | 16 | 7
COc1ccccc1C(=O)NCCCNC(=O)c1cnccn1
→ 0 | 26 | -9 | 1.2 | 0 | 13 | 1 | -6 | 9

Compound activity as filed in PubChem.
